Bioassay records as filed in PubChem BioAssay.
bCat nuc transl – modulators of beta-catenin nuclear translocation, primary screen, imaging, HeLa cells, immunofluorescence, high-content; AID 1665, 2009; 190,000 compounds, 0.3% hits; nuclear translocation activity, % at 5 µM;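 active = nuclear translocation activity above 50% at 5 µM, with a well cell count of 50 or more; inconclusive = wells under 50 cells across six images, flagged as toxic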;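 also: per-cell ratio of nuclear to cytoplasmic median beta-catenin stain intensity; plate controls were DMSO negative control for no effect and GSK-3 inhibitor IX positive control for full effect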
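System: HeLa cells, endogenous beta-catenin; compound dosing: 5 µM primary single dose, 0.1% DMSO, 0.02–20 µM confirmation series; incubation: 24 h compound exposure at 37°C, 5% CO2; signal: beta-catenin immunofluorescence imaging with DAPI; evaluation: % activation, nuclear-to-cytoplasmic median beta-catenin signal ratio per cell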
WT yeast gro inh – growth inhibition of WT strain, primary screen, mitochondrial fusion inhibitor project, WT and mutant strains, chemical genetic; mitochondrial fusion phenotypic screen; inhibition, % at 10 µM; 190,000 compounds, 2.1% hits; in the data active = inhibition above about 58%; tested in S. cerevisiae
ER stress rescue – rescue of cells from ER stress-induced death, primary screen, 384-well, CSM14.1, thapsigargin, ATP luminescence (AID 1222); CSM14.1 thapsigargin-induced death rescue, ATP luminescence; higher % means a stronger effect; cellular ATP content (survival), % at 20 µM, or EC50 in µM where a hit was titrated; 190,000 tested, under 10 active;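 active = EC50 below 50 µM in the dose-response confirmation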;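 also: death triggered by thapsigargin at about 15 µM added after 2 h compound pretreatment; cell ATP read after overnight thapsigargin exposure of roughly 18 to 22 hours; normalized against plate controls of thapsigargin alone and 5% DMSO vehicle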
Ins promoter up – insulin promoter activators in MIN6 cells, imaging, high-content screening, mouse beta cells; MIN6 insulin promoter-GFP reporter; stronger effect = higher value; z-score at 5 µM; 190,000 compounds, 0.3% hits; AID 1625, 2009;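 active = z-score above 3 at 5 µM with at least 500 cells counted in the well; inconclusive = wells under 500 cells, flagged as cytotoxic or low count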
Lipid droplet – inhibitors of hepatocyte lipid droplet formation, primary screen, imaging, high-throughput imaging, BODIPY stain | inhibition, % at 6.5 µM | AML12 mouse hepatocytes, oleate lipid droplets | 240,000 compounds, 0.4% hits;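 active = lipid droplet intensity inhibited by at least 50%, with more than 500 cells counted; inconclusive = wells with under 300 cells, treated as cytotoxic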
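Test system: AML12 mouse liver cells; schedule: overnight exposure; technique: high-content imaging of BODIPY-stained droplets and DAPI nuclei; read-out: % inhibition of corrected integrated BODIPY droplet signal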
Autophagy HCS – autophagy modulators in MEF cells, primary screen, imaging, high-content, MEF GFP-LC3 | MEF GFP-LC3 puncta imaging; test concentration mostly 10 µM | calls only at 10 µM (by protocol) | 190,000 compounds, 0.98% hits;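 active = percentage of spot-positive cells more than 3 SD above its plate mean, without a fluorescence outlier flag or 80% toxicity; inconclusive = no clear call, values can overlap the other calls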;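 also: spot-positive cell cutoff set from DMSO-treated cells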
Dynein cargo inh – inhibitors of GR-EGFP nuclear translocation, primary screen, dynein cargo transport inhibitor project, imaging, high-content, 3617.4 mouse cells; test concentration mostly 20 µM; stimulated with dexamethasone, 1 µM; stronger effect = lower value; z-score, hits read low; 220,000 compounds, 0.47% hits; AID 1381, 2008;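 active = plate z-score of nuclear minus cytoplasmic receptor signal below a set negative limit, without overly bright fluorescence or cell loss, cut at about -3.5 in these data, passing the limit was not always enough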;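 also: z-score of nuclear minus cytoplasmic ring GR-EGFP intensity difference per well; some compounds called inactive have numbers as strong as hits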
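medium = tetracycline-free induction medium containing charcoal-stripped FBS | also added = 1.0 µM final dexamethasone stimulus | schedule = 48 h induction, 1 h compound, 30 min dex at 37 °C | technique = fixed, Hoechst-stained cells imaged at 10x for EGFP | measure = GR-EGFP nuclear translocation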
MT stabilizer – microtubule stabilizers in HeLa cells, primary screen, imaging, high-content imaging | HeLa tubulin immunostaining HCS, 24 h; share of cells brighter than vehicle mean+2SD | % tubulin-high responders, % at 10 µM | 200,000 compounds, 0.83% hits | AID 2205, 2009;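 active = plate Z-score above 3 for both tubulin-high and condensed-nucleus cell shares, with cell loss under 80%, at 10 µM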;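 also: anti alpha tubulin signal scored within the nucleus-defined area of each cell; some results filed as inactive read as strong as hits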
XIAP displacement – XIAP antagonists, biochemical, IAP family, fluorescence polarization (AID 1018). XIAP BIR domain, fluorescence polarization peptide displacement; higher % means a stronger effect. displacement, % at 20 µM, or IC50 in µM where a hit was titrated. 200,000 compounds, 0.007% hits; in the data active = displacement above about 50%; also: a part of the inactive calls stands beside numbers as strong as those of hits
WT yeast gro inh mutant strain – recorded beside WT yeast gro inh, whose call it bears; inhibition, %; mitochondrial fusion phenotypic screen, mutant strain inhibition
Dynein cargo inh cytoplasmic EGFP – further read-out of Dynein cargo inh, marked with its call; z-score; measured here: cytoplasmic GR-EGFP intensity; stronger effect = higher value
Dynein cargo inh nuclear GR-EGFP – further read-out of Dynein cargo inh, marked with its call; z-score; measured here: nuclear GR-EGFP intensity;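 lower value marks the stronger effect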
Dynein cargo inh cell count – further read-out of Dynein cargo inh, marked with its call; z-score; measured here: cell count per field
Ins promoter up cell count – second read-out of Ins promoter up, no call of its own (marks repeat the call); cell count; measured here: cytotoxicity, nuclei count;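 total cells summed across four imaged fields per well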
Lipid droplet cells 6.5 µM – second read-out of Lipid droplet, no call of its own (marks repeat the call); cell count; measured here: cell count, cytotoxicity flag;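 cells counted across two imaged fields per well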
bCat nuc transl cell count 5 µM – recorded beside bCat nuc transl, whose call it bears; cell count; measured here: cell count, cytotoxicity flag
MT stabilizer Hoechst-high % – also measured in MT stabilizer; calls as there; % Hoechst-high responders; measured here: nuclear condensation Hoechst responders;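 share of cells brighter than vehicle mean plus two SD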
MT stabilizer cytotoxicity % – further read-out of MT stabilizer, marked with its call; toxicity, %; measured here: cytotoxicity by cell density;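 0% = mean cell density of plate MIN control wells and 100% = no cells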
Autophagy HCS cell loss 18 h – recorded beside Autophagy HCS, whose call it bears; toxicity, %; measured here: cell loss, nuclei count;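 cell loss after 18 h compound exposure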
The depositor's hits bear a star; i = inactive; ? = inconclusive; · = not tested or not shown.

SMILES	bCat nuc transl	bCat nuc transl cell count 5 µM	WT yeast gro inh	WT yeast gro inh mutant strain	ER stress rescue	Ins promoter up	Ins promoter up cell count	Lipid droplet	Lipid droplet cells 6.5 µM	Autophagy HCS	Autophagy HCS cell loss 18 h	Dynein cargo inh	Dynein cargo inh cytoplasmic EGFP	Dynein cargo inh nuclear GR-EGFP	Dynein cargo inh cell count	MT stabilizer	MT stabilizer Hoechst-high %	MT stabilizer cytotoxicity %	XIAP displacement
CCOC(=O)C1CCCN(Cc2c(Cl)cccc2Cl)C1 (stereo not drawn)	-2.8	1172	23	9	-2.4%	-1.1	1122	-2	711	i	5	0.18	-0.25	0.26	-0.85	2.4	2.4	0.7	-1.1%
CCOc1cc(C(=O)NCC(C)CN(C)C)cc(OCC)c1OCC (stereo not drawn)	2.4	1182	-1	1	-3.5%	0.99	1083	-8	732	i	-4	0.92	0.038	1	-1.4	4.7	1.7	5.1	-2.0%
COc1ccc(C(CC(=O)O)NC(=O)c2ccccc2[N+](=O)[O-])cc1 (stereo not drawn)	-0.8	1065	2	2	-0.7%	0.05	1424	-12	681	i	-40	-0.8	0.64	-0.039	0.62	4.0	1.2	7.4	-7.9%
Cc1cc(C(=O)NC2=NCCS2)cs1	5.1	444	-2	-2	-3.5%	·	·	-20	732	i	-3	-0.19	-0.23	-0.23	-0.061	5.0	3.1	2.6	-0.3%
CCC(=O)NCc1ccc2[nH]c(C)cc2c1	-1.8	1010	-5	-2	1.2%	0.49	1679	22	672	i	11	-0.68	-0.18	-0.97	0.64	1.2	2.3	7.8	-4.3%
Clc1ccccc1OCc1nnc(-c2ccccc2Br)o1	-0.9	823	57	42	-1.0%	-1.2	1347	·	·	i	-5	-0.85	-0.063	-0.41	0.29	5.6	2.2	8.1	-1.6%
CCCNC(=O)CN(Cc1ccco1)S(=O)(=O)c1ccc(OCC)cc1	-0.5	1000	-8	-13	-1.7%	0.03	1279	-11	623	i	0	-0.57	-0.3	-0.72	1.1	2.4	2.6	3.4	9.2%
Cc1cc(C)c2c3c(sc2n1)C1(CCSCC1)C(C#N)=C(N)O3	-0.1	1113	-18	-6	3.3%	-0.12	1121	2	705	i	-1	-0.18	0.69	0.63	-1.1	2.4	1.7	26	-3.4%
Cc1ccc(S(=O)(=O)N(C)c2ccc(C(=O)N3CCC(C(N)=O)CC3)cc2)cc1	-0.2	918	-1	4	-2.8%	-0.56	1546	0	709	i	2	-0.5	-0.23	0.034	-0.6	2.0	0.6	70	3.9%
Cc1ccc(NC(=O)N2CCC(NC(=O)C(C)(C)C)CC2)cc1	1.6	1380	5	-5	-1.3%	-0.27	1066	·	·	i	-15	-0.55	-0.3	-0.052	0.27	2.4	2.0	6.6	-1.5%
CC(=O)c1c(C(C)=O)c(C)n(-c2ccc(N)cc2)c1C	-4.0	1251	-7	12	2.4%	0.88	952	-1	747	i	5	0.11	0.31	0.24	-0.12	1.3	1.2	8.3	-2.6%
COC(=O)c1ccccc1Nc1cc(C)nc2nc(C)nn12	-0.8	639	10	7	-2.8%	-0.26	1278	-2	739	i	21	-0.46	-0.26	0.39	0.97	2.1	0.7	6.7	0.8%
COc1ccc(NC(=O)c2ccc3c(=O)n(-c4ccc(OC)cc4OC)c(=S)[nH]c3c2)cc1	-1.3	1091	-6	-4	-1.1%	-0.41	1256	13	708	i	8	0.08	-0.23	-0.31	1	7.1	1.3	6.2	-2.9%
COC(=O)CCC(=O)OC1(C)C(=O)C2=CN(CCN3CCOCC3)C(c3ccc(OC)cc3)=CC2=C(Br)C1=O (stereo not drawn)	-0.5	1240	·	·	·	0.72	1021	20	661	·	·	-0.79	-0.56	-0.29	0.24	·	·	·	·
COc1cccc(C2=NOC(C(=O)NC(C)(C)C)C2)c1 (stereo not drawn)	-2.1	1083	14	19	-0.1%	-0.46	1553	·	·	i	-9	0.22	-0.29	0.28	-0.18	5.0	3.6	7.3	-0.3%
CCc1c(C)sc(NC(=S)N2CC(C)OC(C)C2)c1C(=O)OC (stereo not drawn)	2.4	959	64*	50*	0.5%	-1.5	1466	13	712	i	25	-0.75	-0.24	-0.16	0.41	3.4	1.7	8.6	1.1%
COCCCNC(=S)Nc1ccc(C)cc1[N+](=O)[O-]	-2.8	975	-10	9	3.0%	0.33	1514	-3	692	i	-12	-0.52	-0.29	-0.19	0.43	3.5	2.3	6.2	-5.2%
Cc1ccccc1OCC(=O)NC(=S)Nc1ccc(N2CCOCC2)c(Cl)c1	1.1	1399	6	17	-1.0%	-0.11	1581	·	·	i	6	-0.41	-0.23	-0.61	0.51	2.2	1.2	2.7	-1.2%
CCOC(=O)CSc1nc2sc(C(=O)O)c(C)c2c(=O)[nH]1	-0.9	1005	-7	-2	-1.2%	0.07	1733	4	660	i	14	-0.57	-0.16	-0.0023	0.27	4.3	2.8	7.1	-7.5%
CNc1nc(Cl)nc(Nc2ccccc2)n1	-0.3	946	-2	13	-1.9%	-0.44	1152	12	703	i	-6	1.4	-0.16	0.92	-1.3	3.5	4.8	5.2	-5.2%
O=C(OCC(=O)c1cccs1)c1ccc([N+](=O)[O-])o1	-4.6	997	-4	2	-1.0%	0.81	1603	0	551	i	-21	0.097	-0.16	0.22	0.18	4.2	1.8	3.9	-6.1%
Clc1cccc2sc(N3CCCCC3)nc12	·	·	-14	-9	-0.7%	0.73	1259	-1	723	i	-3	-1.3	1.4	0.03	0.34	2.4	1.3	0.6	-1.8%
COc1ccc(C(=O)COc2ccccc2C(=O)Nc2ccccc2)cc1	-0.1	1542	-4	12	-0.6%	-0.46	1349	·	·	i	24	0.65	-0.22	0.62	-0.36	1.8	2.4	4.2	-4.0%
CCn1cc(/C=N/NC(=O)COc2cccc3cccnc23)c2ccccc21	-2.3	950	0	3	1.6%	0.17	1280	7	639	i	-1	-0.69	-0.25	-0.58	0.83	2.0	2.6	7.1	-24%

Looked up above.
Clc1ccccc1OCc1nnc(-c2ccccc2Br)o1 @ ER stress rescue: -1.0%
CCCNC(=O)CN(Cc1ccco1)S(=O)(=O)c1ccc(OCC)cc1 @ Dynein cargo inh cytoplasmic EGFP: -0.3

(further entries)
SMILES	bCat nuc transl	bCat nuc transl cell count 5 µM	WT yeast gro inh	WT yeast gro inh mutant strain	ER stress rescue	Ins promoter up	Ins promoter up cell count	Lipid droplet	Lipid droplet cells 6.5 µM	Autophagy HCS	Autophagy HCS cell loss 18 h	Dynein cargo inh	Dynein cargo inh cytoplasmic EGFP	Dynein cargo inh nuclear GR-EGFP	Dynein cargo inh cell count	MT stabilizer	MT stabilizer Hoechst-high %	MT stabilizer cytotoxicity %	XIAP displacement
CN1CCN(CCCNC(=O)c2ccc(/C=C3/Sc4ccccc4N(Cc4cccc(Cl)c4)C3=O)cc2)CC1	5.6	1075	97*	23*	-8.4%	-0.3	1146	6	654	i	22	-1.1	0.12	-0.51	0.5	2.4	2.6	1.6	-8.7%
O=C(Cc1c(F)cccc1Cl)Nc1ccncc1	-0.5	1072	-3	-2	-1.4%	?	·	14	634	i	1	-0.58	-0.26	-0.25	0.84	2.0	1.5	6.2	-2.6%
Cc1cccc(C(=O)N[C@H](C(=O)Nc2ncc(C)s2)C(C)C)c1	-0.4	1068	-30	4	-0.5%	1	1171	6	662	i	33	1.1	-0.27	0.82	-1.3	4.6	3.7	4.3	-13%
COC(=O)c1ccc(C(=O)OCCCc2nc3ccc(N)cc3[nH]2)cc1	5.9	563	-2	-16	-2.5%	·	·	-6	719	i	-11	-0.76	-0.19	-0.17	0.64	3.2	2.1	5.6	-2.4%
CC1CC(C)CN(C(=O)c2ccc(N3CC4CC(C3)c3cccc(=O)n3C4)c([N+](=O)[O-])c2)C1 (stereo not drawn)	-2.2	1109	-24	9	-2.4%	-0.09	1465	7	664	i	3	0.14	-0.21	0.34	-0.4	3.2	2.2	9.7	-8.1%
CSc1nc(Oc2ccc(=O)[nH]n2)nc(N(C)C)n1	-2.6	1354	9	16	4.4%	0.02	1527	·	·	i	1	2	-0.048	1.2	-0.81	8.4	1.5	1.7	-3.6%
O=c1c(C/C=C/c2ccccc2)c(O)ccn1Cc1cccc(Cl)c1	-2.6	932	-7	-6	1.0%	-0.21	1364	5	740	i	-27	-0.87	-0.22	-0.32	0.87	2.7	1.5	5.5	-1.9%
CCOC(=O)N1CCC(c2[nH][nH]c(=O)c2C)CC1	·	·	19	11	-1.6%	0.11	934	·	·	i	-12	-0.41	-0.22	0.03	0.6	3.3	2.4	9.0	0.2%
Cc1ccc(C)c(NC(=O)c2cc(=O)c3ccccc3o2)c1	-2.3	542	-1	-13	-2.2%	0.37	1140	-27	730	i	-38	-0.8	-0.011	0.39	0.4	2.1	2.3	8.6	-4.4%
Cc1ccc(S(=O)(=O)Nc2ccnc(-c3cccnc3)n2)cc1	0.5	1091	-25	-23	-0.6%	-0.3	1293	-11	694	i	-3	0.34	-0.35	0.16	-0.32	1.8	1.1	6.5	-4.5%

The order is random; any-hit rate near 4%.
